High-throughput results from PubChem BioAssay.
ATXN2 expr inh – inhibitors of ATXN2 expression. actives 0.72% (n = 360,000). HEK-293 ATXN2-luciferase reporter, luminescence, 24 h. Potency, µM (series often up to 57 µM), for the others: at the top dose activity change, negative = inhibition, usual class: inhibitors; also: potency is read from the fitted curve at half-maximal effect; % is scaled to controls: 0 for no effect and ±100 for the full control effect; nearly all actives have a fitted effect of over 55% in size
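qHTS (up to 57 uM final) was run with 24 h compound exposure of reporter cells at 37 °C. Each well was multiplexed: SteadyGlo luminescence measured ATXN2-luciferase expression after a fluorogenic Gly-Phe-AFC viability readout (25 uM final).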
KB-V1 cytotox – kills drug-selected multidrug resistant KB-V1 cells; KB-V1 MDR cells viability, CellTiter-Glo, 72 h; Potency, µM (doses to about 46.1 µM), for inactives: at the highest dose activity change, negative = cytotoxicity, hits mostly cytotoxic; actives 3.4% (n = 400,000); also: potency is read from the fitted curve at half-maximal effect; % is scaled to controls: 0 for no effect and ±100 for the full control effect; nearly all actives have a fitted effect of over 60% in size
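KB-V1 cells (P-gp-expressing MDR subline of KB-3-1) in phenol-red-free DMEM with 10% FBS were exposed to library compounds over a concentration series for 72 h at 37 degrees C. Viability read by CellTiter-Glo luminescence; concentration-effect curves fitted after normalization.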
HT1080NT lethal – kills 2HG-producing HT-1080-NT fibrosarcoma cells; actives 1.6% (n = 360,000); AID 686970; HT-1080-NT fibrosarcoma viability, CellTiter-Glo ATP luminescence, 48 h; Potency, µM (top dose mostly 46.1 µM), for inactives: top-dose activity, negative = less viability, most hits filed as cytotoxic;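 also: NT is the 2HG producing partner of a matched IDH1 knockdown line; potency is read from the fitted curve at half-maximal effect; 0% = DMSO-treated cells and -100% = media-only wells without cells; nearly all actives have a fitted effect of over 55% in size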
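A 48-hour cytotoxicity screen used HT-1080-NT cells plated 2 hours before compound delivery. ATP-based CellTiter-Glo luminescence measured viability, normalized to DMSO and no-cell controls.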
WRN inhibitor – WRN helicase (human) inhibition; AID 651768; actives 0.46% (n = 360,000); WRN helicase unwinding, fluorescent forked duplex, kinetic; Q14191; Potency, µM (doses to about 114 µM), for inactives: top-dose activity change, negative = inhibition, actives largely listed as inhibitors; also: potency is read from the fitted curve at half-maximal effect; % is scaled to controls: 0 for no effect and ±100 for the full control effect; nearly all actives have a fitted effect of over 55% in size
Target sequence (Q14191 whole entry, looked up): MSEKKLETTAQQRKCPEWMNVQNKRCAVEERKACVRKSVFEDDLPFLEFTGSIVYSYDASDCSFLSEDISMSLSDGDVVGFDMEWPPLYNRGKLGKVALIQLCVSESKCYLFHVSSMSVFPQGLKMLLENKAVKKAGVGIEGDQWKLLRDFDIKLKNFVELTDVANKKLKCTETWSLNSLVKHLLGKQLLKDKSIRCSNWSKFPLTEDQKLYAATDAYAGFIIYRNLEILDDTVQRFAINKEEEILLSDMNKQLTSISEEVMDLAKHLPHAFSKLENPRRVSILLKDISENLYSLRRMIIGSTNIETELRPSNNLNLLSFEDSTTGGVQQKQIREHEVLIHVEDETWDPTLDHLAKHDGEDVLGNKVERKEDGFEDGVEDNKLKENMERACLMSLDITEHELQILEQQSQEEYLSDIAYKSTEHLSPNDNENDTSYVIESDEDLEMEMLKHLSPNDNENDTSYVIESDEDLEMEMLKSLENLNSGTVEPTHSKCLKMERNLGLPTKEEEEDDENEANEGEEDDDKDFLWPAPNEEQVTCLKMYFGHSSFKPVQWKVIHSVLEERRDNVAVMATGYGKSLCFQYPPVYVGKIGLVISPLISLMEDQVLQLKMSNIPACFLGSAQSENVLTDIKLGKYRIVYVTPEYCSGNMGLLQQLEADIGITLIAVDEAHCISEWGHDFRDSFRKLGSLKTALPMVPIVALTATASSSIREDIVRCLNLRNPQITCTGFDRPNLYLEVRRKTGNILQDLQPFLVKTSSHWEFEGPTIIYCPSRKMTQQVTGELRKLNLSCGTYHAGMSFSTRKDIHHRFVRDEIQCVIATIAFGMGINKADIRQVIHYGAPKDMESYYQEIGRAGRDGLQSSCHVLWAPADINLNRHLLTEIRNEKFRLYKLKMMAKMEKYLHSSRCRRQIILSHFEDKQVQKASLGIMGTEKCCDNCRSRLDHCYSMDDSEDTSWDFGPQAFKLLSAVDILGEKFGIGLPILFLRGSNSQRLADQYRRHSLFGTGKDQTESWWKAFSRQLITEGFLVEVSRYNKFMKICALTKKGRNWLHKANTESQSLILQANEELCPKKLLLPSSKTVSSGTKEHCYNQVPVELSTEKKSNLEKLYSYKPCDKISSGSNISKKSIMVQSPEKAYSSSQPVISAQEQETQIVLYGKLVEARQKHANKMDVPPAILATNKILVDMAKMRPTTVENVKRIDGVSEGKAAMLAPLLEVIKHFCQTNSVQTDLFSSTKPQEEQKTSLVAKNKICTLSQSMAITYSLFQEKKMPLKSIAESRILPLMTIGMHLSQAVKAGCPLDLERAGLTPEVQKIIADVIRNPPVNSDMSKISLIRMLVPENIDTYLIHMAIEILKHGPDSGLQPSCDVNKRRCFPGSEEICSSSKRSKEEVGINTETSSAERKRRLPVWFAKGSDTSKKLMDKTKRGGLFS
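Primary qHTS, 1536-well format. 20 nM WRN + compound, 15 min RT; start with 100 nM forked fluorophore/quencher duplex, 2 mM ATP (final); kinetic read ex 525/em 598 nm.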
HT1080 IDH1KD tx – kills HT-1080 cells with IDH1 knockdown; actives 2% (n = 360,000); HT-1080 IDH1 knockdown viability, ATP luminescence, 48 h; Potency, µM (top dose mostly 46.1 µM), without a hit: top-dose activity, negative = toxicity, most hits filed as cytotoxic;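 also: potency is read from the fitted curve at half-maximal effect; 0% = DMSO wells and -100% = cell-free medium wells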
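In this qHTS, HT-1080 cells depleted of IDH1 are exposed for 48 h at 37 °C to compound titrations. Toxicity is scored from CellTiter-Glo luminescence, with DMSO as full viability and medium alone as none.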
KB-3-1 cytotox – KB-3-1 parental cell cytotoxicity. actives 1.4% (n = 400,000). KB-3-1 viability, CellTiter-Glo ATP luminescence, 72 h. Potency, µM (doses to about 46.1 µM), for inactives: top-dose activity change, negative = cytotoxic, usual class: cytotoxic; also: potency is read from the fitted curve at half-maximal effect; % is scaled to controls: 0 for no effect and ±100 for the full control effect; nearly all actives have a fitted effect of over 60% in size
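Using CellTiter-Glo luminescence, growth of non-resistant KB-3-1 adenocarcinoma cells is assessed 72 h after pin-tool compound addition at 37 °C. Normalized responses across the concentration series yield fitted curves.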
MCF10A rereplic – induces DNA re-replication in MCF 10a normal breast cells; actives 2.9% (n = 350,000); AID 624296; MCF 10A DNA re-replication, Hoechst nuclear intensity, 48 h; Potency, µM (titrated, usually from 46.1 µM), without a hit: at the highest dose activity, positive = re-replication, most hits filed as activators; also: potency is read from the fitted curve at half-maximal effect; % of control where 0% means no effect; nearly all actives have a fitted effect of over 50% in size
SW480 rerep – induces DNA re-replication in SW480 colon adenocarcinoma cells | actives 1.8% (n = 340,000) | AID 624297 | SW480 DNA re-replication, Hoechst DNA content imaging, 48 h | Potency, µM (highest dose often 46.1 µM), for inactives: at the top dose re-replication activation, most hits filed as activators; also: potency is read from the fitted curve at half-maximal effect; % of control where 0% means no effect; nearly all actives have a fitted effect of over 55% in size
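Image-based read-out: total Hoechst fluorescence of nuclei (405 nm excitation, 500-530 nm emission), with hits raising the fraction of high-intensity nuclei. SW480 colon cells incubated 48 hr with compounds at 37 C.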
IL-1B inflam inh – blocks inflammasome-driven IL-1 beta release | THP-1 LPS/ATP IL-1B secretion, AlphaLISA, 16 h; active compounds read low | AID 743279 | activity change, % at 57.5 µM | actives 4.7% (n = 360,000); in the data active = activity change below about -50%; inconclusive = mostly about -30% to -49%; also: % is scaled to controls: 0 for no effect and ±100 for the full control effect
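Secreted IL-1B measured by AlphaLISA bead assay after 16 h compound exposure of THP-1 cells; compounds (final up to 57.5 uM) added 1 h before LPS (250 ng/mL) and ATP (1.25 mM) stimulation; lower signal means less secretion.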
An asterisk follows results filed as active; u = inconclusive; x = no result given; & = joins results of further samples; [ ] = dose if it differs, or a comment. Unless noted, calls follow the shape of the dose curve; as a rule, active = well fitted curve in the direction sought with a large enough effect; inconclusive = small, poorly fitted or top-dose-only effect, or another doubt; inactive = no such curve, though single readings can be large; an effect the other way counts as inactive or inconclusive.

SMILES | ATXN2 expr inh | KB-V1 cytotox | HT1080NT lethal | WRN inhibitor | HT1080 IDH1KD tx | KB-3-1 cytotox | MCF10A rereplic | SW480 rerep | IL-1B inflam inh
CCOC(=O)c1cc(=O)n2nc(-c3ccccc3F)nc2s1 | u | -6% | 18% | -9% | 1% | 3% | 15% | -1% | -24
Cc1ccsc1C1C(C#N)=C(N)Oc2n[nH]c(C)c21 (stereo not given) | -3% | -6% | -26% | -12% | -1% | -20% | 7% | 2% | u
Cc1ccc(C(=Cc2ccc([N+](=O)[O-])cc2)C(=O)O)cc1 | x | 15% | 1% | 18% | 6% | 3% | x | x | 24
COc1cc(C)c(Cl)cc1S(=O)(=O)NCCCN1CCOCC1 | -2% | u | 9% | 10% | 1% | -3% | -8% | 3% | 0
CN(CCC#N)c1ccc(/C=C(\C#N)c2ccccn2)cc1 | -25% | 5.2µM* | -2% | 2% | -6% | u | u | 14% | -64*
CCC(CC)N=C1NS(=O)(=O)c2cc([N+](=O)[O-])ccc21 | -23% | -6% | -27% | -16% | -15% | 2% | 3% | u | 24
NC(=O)COC(=O)c1ccccc1Oc1ccccc1 | 0% | -2% | 0% | 7% | 8% | 2% | 3% | -1% | 24
Cc1cc(Br)c(OCc2ccc(C(=O)N/N=C3\CC4CC=CC34)cc2)c(Br)c1 (stereo not given) | u | -6% | -25% | 3% | u | -29% | 15% | -3% | -9
O=C1CN(S(=O)(=O)c2cc(Br)ccc2Br)CCN1 | -1% | -19% | 1% | 6% | -1% | 2% | 2% | -8% | 26
Cc1ccsc1C(=O)OCC(=O)N(C)c1c(N)n(Cc2ccccc2)c(=O)[nH]c1=O | -3% | -6% | 9% | 10% | 10% | 16% | 3% | -5% | 2
Cc1ccc2nc(SCc3ccc([N+](=O)[O-])cc3)[nH]c2c1 | u | 16µM* | u | -9% | u | u | 27% | 0% | -20
Nc1ccc2c(=O)[nH][nH]c(=O)c2c1 | -3% | 1% | 16% | -2% | 21% | -6% | 0% | 1% | -10
CSc1ccccc1OCc1cc(C(=O)NCCCn2nc(C)cc2C)no1 | -11% | x | -3% | -32% | -16% | x | 2% | 9% | -13
CCOC(=S)SCC(=O)N1CCc2cc(OC)c(OC)cc2C1C1C(=O)CC(C)(C)CC1=O (stereo not given) | x | -1% | -8% | -4% | -7% | -10% | u | -7% | 0
Nc1c(C(=O)c2ccccc2)sc2snc(SCC(=O)c3ccccc3)c12 | 13% | -19% | -16% | -18% | -24% | u | 16µM* | 29% | -2
O=C1NCCCC1C(=O)Nc1ccccc1C(F)(F)F (stereo not given) | -1% | 0% | -2% | 13% | 4% | 9% | 0% | -6% | -5
Cc1cc(NC(=O)c2ccc(F)cc2)n(-c2ccccc2)n1 | x | -10% | 1% | -3% | 1% | -7% | 3% | -2% | -13
CC(=O)Nc1cncc(-c2cccc(C(=O)N(C)C)c2)n1 | 16% | 4% | u | 4% | 20% | 0% | x | x | 27
O=C(Nc1cccc(S(=O)(=O)N2CCCCC2)c1)c1cc([N+](=O)[O-])ccc1N1CCOCC1 | -7% | -15% | 1% | -3% | -12% | -5% | -2% | 1% | -12
O=C(Cc1ccc(Cl)cc1)NCCN1CCCC1 | 5% | 13% | 7% | 6% | 16% | 16% | 0% | -5% | 25
CCN(c1ccc(C(=O)CN2C(=O)NC3(CCOc4ccccc43)C2=O)cc1)S(C)(=O)=O (stereo not given) | -11% | -13% | -16% | -4% | 0% | -1% | 6% | 6% | 28
COc1ccc(Br)c(Cn2c(C)c(C(=O)N(C)Cc3ccc(F)cc3)sc2=O)c1 | -6% | 8.2µM* | 1% | 3%[57.1 µM] | u | u | x | x | -23
CCCC1(C(=O)O)NC(c2cccc(OC)c2O)C2C(=O)N(c3ccccc3)C(=O)C21 (stereo not given) | -11% | -6% | 0% | 4% | 4% | 0% | -1% | -6% | 8
O=C(NC1CCCCCC1)c1ccc(=O)n(Cc2ccccc2)n1 | x | -9% | 10% | 0% | 12% | -1% | 3% | -2% | 0
CC1CCCCN1CCNC(=O)CN1C(=O)COc2ccccc21 (stereo not given) | 3% | 8% | -3% | -7%[57.1 µM] | 3%[9.24 µM] | 4% | 2% | -1% | 13
COc1ccc(S(=O)(=O)N2CCCCC2)cc1NC(=O)CNc1ccc(F)cc1C | -2% | 11% | 1% | -6% | 2% | 12% | 3% | -47%[inhibitor] | 11
C/C(=N/Nc1ccnc2cc(Cl)ccc12)c1ccc(N)cc1 | 0% | 0% | u | -12% | u | u | 6% | 4% | -10
COC(=O)C(C)Sc1nc2c(c(=O)n1-c1ccccc1)SCC2 (stereo not given) | 0% | -3% | 1% | -7% | -5% | 3% | 6% | -27% | 37
O=C(CCCn1c(=S)[nH]c2ccccc2c1=O)N1CCCCC1 | 0% | u | 0% | -3% | -10% | 5% | 10% | -2% | -13
COc1ccc(-c2cc(-c3ccccc3)nc(-c3ccc4c(c3)NC(=O)CO4)c2)cc1 | x | 0% | -17% | -9% | -26% | 4% | 16% | -15% | -29

Seven entries already listed, sorted by SMILES length, high to low:
SMILES | ATXN2 expr inh | KB-V1 cytotox | HT1080NT lethal | WRN inhibitor | HT1080 IDH1KD tx | KB-3-1 cytotox | MCF10A rereplic | SW480 rerep | IL-1B inflam inh
O=C(Nc1cccc(S(=O)(=O)N2CCCCC2)c1)c1cc([N+](=O)[O-])ccc1N1CCOCC1 | -7% | -15% | 1% | -3% | -12% | -5% | -2% | 1% | -12
COc1ccc(-c2cc(-c3ccccc3)nc(-c3ccc4c(c3)NC(=O)CO4)c2)cc1 | x | 0% | -17% | -9% | -26% | 4% | 16% | -15% | -29
COc1ccc(S(=O)(=O)N2CCCCC2)cc1NC(=O)CNc1ccc(F)cc1C | -2% | 11% | 1% | -6% | 2% | 12% | 3% | -47%[inhibitor] | 11
Cc1cc(NC(=O)c2ccc(F)cc2)n(-c2ccccc2)n1 | x | -10% | 1% | -3% | 1% | -7% | 3% | -2% | -13
CC1CCCCN1CCNC(=O)CN1C(=O)COc2ccccc21 (stereo not given) | 3% | 8% | -3% | -7%[57.1 µM] | 3%[9.24 µM] | 4% | 2% | -1% | 13
O=C1NCCCC1C(=O)Nc1ccccc1C(F)(F)F (stereo not given) | -1% | 0% | -2% | 13% | 4% | 9% | 0% | -6% | -5
O=C(Cc1ccc(Cl)cc1)NCCN1CCCC1 | 5% | 13% | 7% | 6% | 16% | 16% | 0% | -5% | 25

Next section:
SMILES | ATXN2 expr inh | KB-V1 cytotox | HT1080NT lethal | WRN inhibitor | HT1080 IDH1KD tx | KB-3-1 cytotox | MCF10A rereplic | SW480 rerep | IL-1B inflam inh
COc1ccc(C(O)c2nc(-c3cccc(C(F)(F)F)c3)cs2)cc1 (stereo not given) | u | 3% | -19% | -6% | u | 0% | x | x | 20
O=C(O)Cn1c(=O)c2c3c(sc2n(Cc2ccc(Cl)cc2Cl)c1=O)CCCC3 | 4% | 0% | -25% | -3% | 3% | -1% | u | -1% | 0
CCOc1ccc(CCNC(=O)c2cccnc2N2CCCC2)cc1OCC | 0% | -18% | -7% | -5% | 0% | -14% | 0% | -6%[9.22 µM] | -5
O=C1C(=Cc2cccc(F)c2)Cc2ccccc21 | 4% | -10% | 2% | 3%[57.1 µM] | 0% | 3% | x | x | 22
CN(CC(=O)NC1CC1)S(=O)(=O)c1ccc(F)cc1 | -8% | 0% | 4% | 11% | 0% | -5% | -34%[inhibitor] | -31%[inhibitor] | 5
O=C(CCn1c(=O)c2ccccc2n(Cc2cc(=O)n3ccccc3n2)c1=O)NCc1ccco1 | 9% | -2% | 7% | 2% | 15% | 6% | u | -4%&6% | 9
COC(=O)[C@H]1C[C@H](OC(=O)Nc2cccs2)[C@@]2(O)CN(S(=O)(=O)c3ccc(C)cc3)CC2[C@H]1C(=O)OC (stereo not given in full) | -13% | 13% | -7% | 1% | 5% | -9% | x | x | -56*
COC(=O)c1cc(Cl)c(NC(=O)c2ccc(F)cc2)cc1OC | 5% | -28% | u | -7% | u | 13% | 0% | 0% | -6
CCn1cc(S(=O)(=O)N2CCCC2)cn1 | -8% | -1% | 12% | 0% | 1% | 8% | 1% | -1% | 9
O=C(c1ccc(S(=O)(=O)c2ccc(Cl)cc2)cc1)N1CCOCC1 | -20% | u | 8% | 0% | 5% | -16% | -22% | -2% | -1
O=C(CC1C(=O)OCN1C(=O)OCc1ccccc1)OCC(=O)c1ccccc1 (stereo not given) | 4% | 9% | 16% | 5% | 12% | 10% | 3% | -3% | 0
Cc1ccc(S(=O)(=O)N2CCOCC2)cc1NC(=O)Cn1nnc(-c2ccccc2)n1 | x | -14% | -2% | 6% | -2% | -4% | x | x | 10
c1csc(C(c2nnnn2C2CCCC2)N2CCCC3(CCCCC3)C2)c1 (stereo not given) | -5% | u | -11% | -11% | u | -6% | 22% | 19% | -20
Nc1c(C(=O)NCCN2CCOCC2)c2nc3ccccc3nc2n1CCc1ccccc1 | u | 23µM* | u | -17% | u | 8% | 1.8µM* | 16µM* | -59*
